High-throughput results (PubChem)
Ins promoter up: MIN6 insulin promoter up-regulation; MIN6 insulin promoter-GFP reporter, high-content imaging; active compounds read high; 0.3% of 190,000 active; z-score at 5 µM;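 active = z-score above 3 at 5 µM with at least 500 cells counted in the well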
M17LAP inhibition: P. falciparum M17LAP inhibitors, primary screen, biochemical, fluorogenic H-Leu-NHMec substrate, 1536-well (AID 1619); recombinant M17LAP, H-Leu-NHMec fluorogenic kinetic assay; higher % means a stronger effect; inhibition, % at 30 µM, or IC50 in µM where a hit was titrated; 0.38% of 220,000 active;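 active = compound inhibiting the enzyme by more than half at any dose during confirmatory dose-response retesting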;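 note: plate controls were full reaction with DMSO carrier for no effect and no enzyme background for full effect; strong numbers were not always called active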
MT stabilizer: stabilizes microtubules in HeLa cells. HeLa tubulin immunostaining HCS, 24 h; share of cells brighter than vehicle mean+2SD. 0.83% of 200,000 active. % tubulin-high responders, % at 10 µM. AID 2205;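 active = plate Z-score above 3 for both tubulin-high and condensed-nucleus cell shares, with cell loss under 80%, at 10 µM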;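 note: anti alpha tubulin signal scored within the nucleus-defined area of each cell; some results filed as inactive read as strong as hits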
CSM14.1 death rescue: protection against thapsigargin-triggered cell killing – 384-well, CSM14.1, ATP luminescence, primary screen (AID 1222); CSM14.1 thapsigargin-induced death rescue, ATP luminescence; higher % means a stronger effect; one-dose cellular ATP content (survival), % at 20 µM; EC50 in µM for titrated hits; 190,000 tested, under 10 active;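 active = EC50 below 50 µM in the dose-response confirmation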;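 note: death triggered by thapsigargin at about 15 µM added after 2 h compound pretreatment; cell ATP read after overnight thapsigargin exposure of roughly 18 to 22 hours; normalized against plate controls of thapsigargin alone and 5% DMSO vehicle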
Dynein cargo inh: dynein cargo transport inhibition. 3617.4 mouse cells, GR-EGFP nuclear translocation imaging; test concentration mostly 20 µM; stimulated with dexamethasone, 1 µM; active compounds read low. z-score, hits read low. 0.47% of 220,000 active;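 active = plate z-score of nuclear minus cytoplasmic receptor signal below a set negative limit, without overly bright fluorescence or cell loss, cut at about -3.5 in these data, passing the limit was not always enough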;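 note: z-score of nuclear minus cytoplasmic ring GR-EGFP intensity difference per well; some compounds called inactive have numbers as strong as hits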
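Also added: dexamethasone, 1.0 µM final. Medium: tet-free, stripped-serum medium. Detection: fixed, Hoechst-stained cells imaged at 10x for EGFP. Read-out: nuclear-to-cytoplasmic GR-EGFP distribution per well. Times: induction 48 h, compound 1 h, agonist 30 min.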
bCat nuc transl: alters nuclear translocation of beta-catenin in HeLa cells. immunofluorescence imaging. nuclear translocation activity, % at 5 µM. 0.3% of 190,000 active. AID 1665;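 active = nuclear translocation activity above 50% at 5 µM, with a well cell count of 50 or more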;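 note: per-cell ratio of nuclear to cytoplasmic median beta-catenin stain intensity; plate controls were DMSO negative control for no effect and GSK-3 inhibitor IX positive control for full effect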
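System: Human HeLa cells, endogenous beta-catenin | Compound dosing: 5 µM primary, 0.02–20 µM confirmation | Timing: 24 h compound exposure at 37°C, 5% CO2 | Measured by: Fluorescence imaging of beta-catenin antibody stain plus DAPI | Read-out basis: % activation of per-cell nuclear versus cytoplasmic median beta-catenin signal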
P. falciparum M1AAP: malaria alanyl aminopeptidase activity blockers – biochemical, fluorogenic H-Leu-NHMec substrate, 1536-well (AID 1445) | recombinant M1AAP, H-Leu-NHMec fluorogenic kinetic assay; higher % means a stronger effect | one-dose inhibition, % at 30 µM; IC50 in µM for titrated hits | 0.42% of 220,000 active;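 active = primary inhibition above the hit cutoff, then over 50% inhibition at one or more dose response concentrations, cut at about 23% in these data, passing the limit was not always enough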;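 note: plate controls were DMSO full reaction for no effect and no enzyme background for full effect; strong numbers were not always called active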
Autophagy mod: alters autophagy in cells. MEF GFP-LC3 puncta imaging; test concentration mostly 10 µM. 0.98% of 190,000 active. calls only at 10 µM (by protocol);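 active = percentage of spot-positive cells more than 3 SD above its plate mean, without a fluorescence outlier flag or 80% toxicity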;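 note: spot-positive cell cutoff set from DMSO-treated cells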
K1F lysis inhibition: inhibition of K1F phage lysis, E. coli UTI89, bacterial capsule biogenesis inhibitors, alamar blue (AID 488966); E. coli UTI89 K1F phage lysis, alamar blue, 2 h; higher % means a stronger effect; one-dose inhibition, % at 100 µM; IC50 in µM for titrated hits; 0.02% of 340,000 active;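 active = phage lysis inhibition, versus mean bacterial control, above a set limit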;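 note: capsule biogenesis inhibitors block K1F phage lysis so surviving cells raise fluorescence; higher fluorescence means more inhibition of phage lysis; actives were called in the ten point dose series up to 300 µM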
Dynein cargo inh cytoplasmic EGFP: further read-out of Dynein cargo inh, marked with its call; z-score; measured here: cytoplasmic GR-EGFP intensity; active compounds read high
Dynein cargo inh nuclear GR-EGFP: recorded beside Dynein cargo inh, whose call it bears; z-score; measured here: nuclear GR-EGFP intensity;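 lower value marks the stronger effect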
Dynein cargo inh cell count: also measured in Dynein cargo inh; calls as there; z-score; measured here: cell count per field
Ins promoter up cell count: second read-out of Ins promoter up, no call of its own (marks repeat the call); cell count; measured here: cytotoxicity, nuclei count;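 total cells summed across four imaged fields per well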
bCat nuc transl cell count 5 µM: also measured in bCat nuc transl; calls as there; cell count; measured here: cell count, cytotoxicity flag
MT stabilizer Hoechst-high %: second read-out of MT stabilizer, no call of its own (marks repeat the call); % Hoechst-high responders; measured here: nuclear condensation Hoechst responders;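 share of cells brighter than vehicle mean plus two SD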
MT stabilizer cytotoxicity %: second read-out of MT stabilizer, no call of its own (marks repeat the call); toxicity, %; measured here: cytotoxicity by cell density;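 0% = mean cell density of plate MIN control wells and 100% = no cells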
Autophagy mod cell loss 18 h: further read-out of Autophagy mod, marked with its call; toxicity, %; measured here: cell loss, nuclei count;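 cell loss after 18 h compound exposure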
* hit, by the source's call; i = inactive; . = not tested or not shown.

canonical_smiles,Ins promoter up,Ins promoter up cell count,M17LAP inhibition,MT stabilizer,MT stabilizer Hoechst-high %,MT stabilizer cytotoxicity %,CSM14.1 death rescue,Dynein cargo inh,Dynein cargo inh cytoplasmic EGFP,Dynein cargo inh nuclear GR-EGFP,Dynein cargo inh cell count,bCat nuc transl,bCat nuc transl cell count 5 µM,P. falciparum M1AAP,Autophagy mod,Autophagy mod cell loss 18 h,K1F lysis inhibition
O=C(NCCN1C(=O)C2C3C=CC(C3)C2C1=O)Nc1ccccn1 (stereo unspecified),0.11,1799,.,.,.,.,-4.2%,.,.,.,.,-0.4,1118,.,.,.,8.3%
O=c1[nH]oc2cc(Cl)ccc12,0.91,1281,-7.6%,.,.,.,.,0.523,-0.263,0.155,-0.257,0.5,1238,-2.0%,.,.,0.0%
COc1ccc(CCN(C)Cc2ccc(OC)c(OCc3ccccc3)c2)cc1OC,-0.8,869,4.2%,2.2,2.0,5.5,-0.3%,-0.0124,-0.214,0.698,0.564,3.0,1339,12.9%,i,12.7,0.9%
COc1cccc(NC(=O)CSc2nc(N)cc(N)n2)c1,-0.33,1191,47.2%,1.6,0.9,24.0,-1.7%,0.0892,-0.265,0.16,0.875,-2.2,951,-2.8%,i,-0.2,1.3%
CCOc1ccc(Cl)cc1S(=O)(=O)N1CCN(c2ccc(F)cc2)CC1,-0.66,1282,-6.9%,3.4,1.6,2.4,.,-0.593,-0.236,-0.242,0.932,-1.2,1093,-8.0%,i,13.4,0.4%
COCCN(C(=O)Cc1cccs1)c1nnc(-c2cccnc2)s1,-0.3,1175,-7.6%,2.1,2.5,10.6,1.7%,-0.613,-0.283,0.057,0.435,-4.4,1004,4.7%,i,-42.7,2.1%
COc1ccc(-n2c(O)c(/C=N/NS(=O)(=O)c3ccc(C)cc3)c3ccccc3c2=O)cc1OC,0.97,1216,-5.4%,2.4,3.4,4.9,-1.0%,-0.784,-0.111,-0.773,0.664,-2.4,606,19.4%,i,6.9,-0.1%
CCN(CC)S(=O)(=O)c1ccc(S(=O)(=O)Nc2ccc3c(c2)oc2ccccc23)cc1,-0.29,778,7.3%,2.1,0.8,11.1,2.0%,-0.372,-0.138,-0.255,0.242,-4.7,1105,-0.2%,i,0.4,0.0%
Cc1cc(-c2ccn[nH]2)c(C)s1,-1.03,1471,-0.8%,6.4,2.3,10.0,2.1%,-0.831,-0.332,-0.34,0.399,0.3,990,-4.1%,i,-27.0,0.4%
Cc1ccccc1CN1CCNC1=O,0.46,1191,17.2%,4.4,1.8,6.5,-2.8%,-0.123,-0.164,0.285,0.143,.,.,5.2%,i,-3.6,0.9%
O=c1c2ccccc2c(C=Nc2cccc(O)c2)c(O)n1-c1ccc2c(c1)OCO2,-1.2,1168,8.1%,6.8,3.3,13.1,0.3%,-0.034,-0.191,0.372,-0.511,20.7,774,7.2%,i,-32.7,0.1%
NC(=O)CSc1nnc(-c2cc(-c3cccs3)nc3ccccc23)o1,.,.,-2.1%,1.3,1.1,8.3,0.8%,1.28,-0.116,0.906,-0.271,0.0,1130,0.0%,i,-10.8,0.2%
CNc1ccc(Br)cc(C(=O)/C=C/c2ccc(Cl)cc2Cl)c1=O,0.28,1178,35.3%,9.3*,22.1*,27.4*,3.8%,-3.29,7.05,-1.08,-0.145,0.8,1032,5.4%,i,9.4,-0.2%
CCN(CC(=O)Nc1cccc(S(=O)(=O)N2CCCC2)c1)CC(=O)Nc1ccccc1OC,0.85,1636,1.6%,2.9,1.8,4.5,0.4%,-1.24,0.00937,-0.73,1.12,1.9,1037,14.6%,i,6.3,-0.1%
N#CNC(=Nc1ccc(Cl)cc1)Oc1ccccc1,.,.,-5.2%,.,.,.,.,1.59,-0.162,1.58,-1.34,0.1,1260,3.3%,.,.,1.0%
COc1ccc(Cl)cc1NC(=O)Nc1cn(C)nc1C,.,.,2.5%,.,.,.,.,0.331,-0.282,0.0572,0.147,0.3,1009,-5.2%,.,.,-1.1%
Cc1nn(-c2ccccc2)c(C)c1NC(=O)COc1ccc2ccccc2c1,-0.54,1074,0.6%,2.1,1.3,4.5,-2.0%,1.35,0.0976,0.808,-2.99,1.2,1417,-0.5%,i,5.7,6.2%
CCCCc1n[nH]c2c1C(=O)CC(C)(C)C2,-0.09,1172,-5.5%,7.3,1.4,5.8,-0.1%,-1.25,-0.194,-0.336,0.453,2.5,929,-2.8%,i,-5.9,2.1%
COc1ccc(Cc2nnc(-c3ccccc3)o2)cc1,0.24,1315,3.1%,1.3,3.0,6.0,-0.8%,-0.0448,-0.197,-0.00906,0.257,-0.1,1054,9.0%,i,-27.1,0.1%
Cc1ccccc1CS(=O)(=O)CC1(O)CCN(C(=O)c2cccc(C(F)(F)F)c2)CC1,-0.49,1807,10.8%,2.7,1.4,7.9,5.9%,0.557,-0.149,0.57,0.514,-2.0,1036,-3.1%,i,9.8,0.6%
CSCC(C)N1CCC(CO)(CCc2ccccc2)CC1 (stereo unspecified),-0.68,1510,0.0%,2.1,1.3,3.5,-2.1%,0.927,-0.154,0.259,0.0101,-0.1,1018,0.1%,i,21.0,0.3%
Cc1nc(N)nc(N/N=C/c2ccccc2)n1,0.34,968,11.2%,.,.,.,.,0.018,-0.0832,0.00326,0.219,1.3,1304,10.8%,.,.,0.1%
COc1cccc(C(=O)NCCSc2ccc(C)cc2)c1,0.14,1013,15.8%,2.7,2.4,3.2,-3.0%,0.267,-0.204,0.148,-0.361,-1.6,484,4.7%,i,29.5,3.7%
N#CC1(C#N)[C@@H](C(=O)C23CC4CC(CC(C4)C2)C3)C12CCOCC2,-0.6,1290,-6.5%,2.7,3.9,6.4,-2.3%,-0.553,-0.198,-0.279,-0.0618,.,.,-2.8%,i,4.1,2.2%
CCOC(=O)C1=C(C)Nc2sc(C(=O)c3ccc(OC)cc3)c(N)c2C1c1ccc(C(=O)OC)cc1 (stereo unspecified),-0.02,1245,-8.3%,3.2,3.3,13.6,-0.7%,0.345,-0.0771,0.363,-0.307,1.0,555,1.0%,i,-4.0,0.1%
O=Cc1ccc(OCc2ccccn2)cc1,0.23,1235,-5.2%,3.6,1.7,6.2,-0.6%,-0.161,-0.25,0.0177,-0.461,-2.5,1144,0.8%,i,5.3,5.9%
COc1ccc(-c2cc(C(F)(F)F)nc(SCC(N)=O)n2)cc1,0.84,1776,-13.4%,2.6,2.4,4.8,-2.7%,-0.634,-0.237,-0.45,-0.255,-2.4,1035,3.3%,i,2.7,0.2%
CCc1cc(C(=O)OC)c(NC(=O)CCCC(=O)O)s1,.,.,7.5%,5.5,3.8,11.8,4.4%,0.224,-0.152,0.483,-1.03,.,.,0.7%,i,-6.3,-0.5%
CSc1ccc(CN2CCN(CC=C(C)C)C(CCO)C2)cc1 (stereo unspecified),0.02,1417,-5.8%,5.7,1.5,4.2,0.0%,-0.435,-0.321,-0.208,0.842,0.2,1447,0.2%,i,4.6,0.1%
C/C(=N\OC(=O)c1ccc(C)cc1)c1sc(C)nc1C,.,.,6.4%,2.5,1.0,1.3,-6.6%,-0.757,-0.224,-0.516,0.426,-1.2,1293,5.8%,i,8.3,0.5%
Cc1cc(/C=N/NC(=O)C(O)(c2ccccc2)c2ccccc2)c(C)n1-c1ccc(C(=O)O)cc1,0.7,1447,23.1%,5.1,0.7,6.9,1.5%,1.21,0.0172,1.06,-1.54,-2.7,1110,12.5%,i,6.4,0.2%
CNC(=S)N1N=C(c2ccc(C)cc2)CC1c1ccc(Br)cc1 (stereo unspecified),0.34,904,12.6%,1.2,1.7,19.0,5.0%,1.19,-0.255,0.382,-0.365,.,.,5.8%,i,-13.1,0.8%
Cc1ccccc1OC(=O)CCC(=O)OCCCC(F)(F)C(F)(F)F,0.29,1216,0.0%,2.5,2.1,10.7,3.0%,2.92,-0.069,1.35,-1.89,-4.6,1249,2.3%,i,-0.4,-1.0%
